Source: PubChem (several laboratories)
Rad51 HR inh: human RAD51 strand exchange inhibitors, primary screen, biochemical, fluorescence | hRad51 DNA strand exchange, fluorescence dequenching | inhibition, % at 10 µM | hit rate 0.085% among 200,000 | AID 1385, 2008;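 active = inhibition above 40% at the single screening dose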;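 note: 0% = DMSO control wells and 100% = blanks with heterologous ssDNA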
Target sequence (Q06609 whole entry, looked up): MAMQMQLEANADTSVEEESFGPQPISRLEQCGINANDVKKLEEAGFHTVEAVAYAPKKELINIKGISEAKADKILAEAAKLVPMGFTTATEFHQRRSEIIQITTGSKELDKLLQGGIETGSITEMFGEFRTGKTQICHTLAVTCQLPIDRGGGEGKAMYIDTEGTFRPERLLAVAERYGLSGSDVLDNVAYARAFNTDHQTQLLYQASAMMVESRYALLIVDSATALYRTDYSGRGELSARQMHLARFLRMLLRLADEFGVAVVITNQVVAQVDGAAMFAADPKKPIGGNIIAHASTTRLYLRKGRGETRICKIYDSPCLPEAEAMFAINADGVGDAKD
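Test system – preformed human Rad51 ssDNA filaments · Reagent – Donor/quencher-labelled 47-bp dsDNA substrate · Incubation – 37 °C 15-min filament assembly, 30-min compound preincubation, 15-min exchange · Signal – FRET fluorescence dequenching, excitation 485 nm, emission 520 nm · Read-out – percent inhibition from fluorescence, normalised to plate control and blank means · Benchmarks – plate control and blank wells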
Furin inh: human furin inhibitors, primary screen, biochemical, fluorescence intensity; P09958; purified furin, fluorogenic substrate cleavage; inhibition, % at 30 µM; hit rate 0.061% among 220,000; AID 463115, 2010; in the data active = inhibition above about 25%; note: inactives centre near -15
Target sequence (P09958 108-714 limits assumed): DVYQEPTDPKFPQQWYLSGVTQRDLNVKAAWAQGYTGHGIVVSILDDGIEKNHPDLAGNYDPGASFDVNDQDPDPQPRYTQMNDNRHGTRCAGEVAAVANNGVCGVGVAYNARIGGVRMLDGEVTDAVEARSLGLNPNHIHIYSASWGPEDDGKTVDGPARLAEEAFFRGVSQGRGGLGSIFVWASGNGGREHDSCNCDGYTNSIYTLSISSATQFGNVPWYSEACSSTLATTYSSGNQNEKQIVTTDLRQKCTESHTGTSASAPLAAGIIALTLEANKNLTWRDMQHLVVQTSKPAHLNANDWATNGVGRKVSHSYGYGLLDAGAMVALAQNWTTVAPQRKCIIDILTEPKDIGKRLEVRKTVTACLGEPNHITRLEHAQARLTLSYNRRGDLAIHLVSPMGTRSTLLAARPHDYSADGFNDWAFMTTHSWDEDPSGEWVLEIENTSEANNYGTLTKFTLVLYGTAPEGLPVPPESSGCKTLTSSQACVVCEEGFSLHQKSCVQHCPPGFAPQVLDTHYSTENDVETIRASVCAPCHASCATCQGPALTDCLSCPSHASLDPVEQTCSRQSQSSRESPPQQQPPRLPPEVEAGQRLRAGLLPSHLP
Cl transport mod: KCC2 cotransporter modulators, thallium flux, primary screen, cell-based, HEK293 KCC2, FluoZin-2 fluorescence, MLSMR; Solute carrier family 12 member 5 (Homo sapiens), Q9H2X9; KCC2 cells, thallium flux FluoZin-2 fluorescence; B-score of Tl+ flux slope (higher = more flux/activation; lower = inhibition) at 10 µM; hit rate 2.2% among 190,000;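 active = thallium flux slope and its plate-corrected score both differing from the plate sample mean at a set confidence after two filtering rounds, in either direction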;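 note: slope of fluorescence scaled to starting intensity during 10 to 20 s after thallium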
m-calpain inh: inhibitors of pig calpain II, primary screen, biochemical, fluorogenic peptide substrate, 1536-well. purified calpain II, 30 min. inhibition, % at 16 µM. hit rate 0.37% among 220,000. AID 1236, 2008;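 active = inhibition above about 50%, limit read from the data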
KLK5 inh: human KLK5 protease inhibitors, primary screen, biochemical, 1536-well; Kallikrein-5 (Homo sapiens), Q9Y337; recombinant hK5, fluorogenic AMC substrate cleavage; inhibition, % at 5 µM; hit rate 0.59% among 210,000;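 active = inhibition of 40% or more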;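 note: 0% = enzyme controls without compound and 100% = no-enzyme blanks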
FXIIa inh: human FXIIa protease inhibitors, primary screen, biochemical, 1536-well; purified FXIIa, Boc-QGR-AMC fluorogenic substrate, 2 h; inhibition, % at 5 µM; hit rate 0.3% among 220,000; AID 800, 2007; in the data active = inhibition above about 40%;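 note: 0% = enzyme with no compound and 100% = blank without enzyme; many of its hits are not listed in these tables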
PERK inhibitor: block of dimerizer-induced PERK translation repression, primary screen, PERK inhibitor project, CHO PERK-DD cells, SEAP luminescence, HTS | Eukaryotic translation initiation factor 2-alpha kinase 3 (Homo sapiens), Q9NZJ5 | CHO PERK-DD fusion, SEAP luminescence translation reporter | inhibition, % at 5.6 µM | hit rate 0.17% among 220,000;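 active = inhibition above the mean inhibition of all tested compounds plus 3 SD, set separately per screening campaign, cut at about 2.9% in these data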;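 note: PERK kinase domain activated by AP20187 dimerizer at 100 nM; 0% = DMSO with dimerizer and 100% = rapamycin at 8.4 µM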
FXIa inh 1536: human FXIa protease inhibitors, primary screen, biochemical, 1536-well; Coagulation factor XI (Homo sapiens), P03951; purified FXIa, Boc-Glu-Ala-Arg-AMC fluorogenic substrate; inhibition, % at 5 µM; hit rate 0.14% among 220,000; AID 798, 2007;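 active = inhibition of at least 40%; inactive = inhibition below 40%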;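 note: fluorescence of freed AMC excited at 355 nm; 0% = enzyme without compound and 100% = no enzyme blank; many of its hits are not listed in these tables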
Thrombin inh: human alpha-thrombin inhibitors, primary screen, counter-screen for coagulation protease inhibitor project, biochemical, 1536-well, fluorogenic AMC substrate; Boc-VPR-AMC fluorogenic substrate cleavage; inhibition, % at 5 µM; hit rate 0.26% among 220,000;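 active = inhibition at or above 40%; inactive = inhibition below 40%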;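 note: 0% = enzyme with no compound and 100% = wells without enzyme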
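Test system: human alpha-thrombin; medium: pH 7.5 Tris-saline with Tween 20; times: reaction at room temperature; signal: AMC fluorescence at 355 nm excitation and 460 nm emission; also added: Boc-VPR-AMC substrate, 15 µM final; dosing: one concentration per compound, 5 µM, with 0.2% DMSO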
* = called active by the depositor; i = inactive; nt = no result given; [ ] = remark or other dose. This is a subset; rates above refer to the full screens.

SMILES | Rad51 HR inh | Furin inh | Cl transport mod | m-calpain inh | KLK5 inh | FXIIa inh | PERK inhibitor | FXIa inh 1536 | Thrombin inh
Cc1ccc(C(=O)COC(=O)CCC(=O)NC2CCCCC2)cc1[N+](=O)[O-] | -6.0 | -26.5 | 0.0331 | -4.4 | 6.5 | 7.5 | 0.3 | 0.4 | -5.0
COc1ccc(/C=C/C(=O)NC(=S)NNC(=O)c2cc(OC)c(OC)c(OC)c2)cc1OC | -31.8 | -4.8 | -0.416 | -40.1 | -21.0 | 7.9 | -0.3 | 7.0 | -7.2
Clc1ccccc1CN1CCN(/N=C/C=C/c2ccco2)CC1 | 18.8 | -9.2 | -0.146 | 10.2 | -2.3 | -1.9 | 0.9 | -7.0 | -6.3
Cc1ccccc1Cn1nnc(C(=O)Nc2cccc(C)c2C)c1N | nt | -19.1 | -0.403 | 27.5 | -9.4 | 10.9 | -0.4 | -0.7 | 0.1
COc1ccccc1CN1C(=O)CN(C2CCCC2)C(=O)C1c1ccc(F)cc1 (centres undefined) | nt | -13.6 | -0.788 | 1.4 | 12.7 | 4.8 | -0.8 | -3.4 | -2.3
O=C1CSC(c2cccnc2)N1Cc1ccc(Cl)cc1 (centres undefined) | 4.3 | -17.2 | 0.655 | -8.6 | -2.8 | 6.0 | 1.0 | 1.0 | -0.2
COc1ccc(OC)c(S(=O)(=O)NCc2cn3c(C)csc3n2)c1 | -7.3 | -21.2 | -1.93 | -3.1 | -1.0 | 7.6 | 0.8 | 1.1 | -3.3
Cc1ccc(Sc2nc(-c3ccccc3)nnc2C(F)(F)F)cc1 | -0.2 | -19.7[20 µM] | 0.71 | -20.4 | -7.3 | 16.5 | -0.5 | 7.2 | -1.4
Oc1c(C(c2ccco2)N2CCOCC2)sc2ncnn12 (centres undefined) | -4.5 | -5.6 | -0.0525 | -19.8 | -9.5 | 19.4 | 1.2 | 1.7 | 0.8
CCCn1c(SCc2nc3ccccc3s2)n[nH]c1=O | -6.2 | -11.7 | -0.0123 | 50.2* | 1.1 | 6.2 | 0.5 | -3.2 | 14.5
CCOC(=O)CC(c1ccc([N+](=O)[O-])cc1)n1c(C)ccc1C (centres undefined) | -5.5 | -21.6 | 0.189 | 0.4 | -16.7 | -2.6 | 0.9 | -3.3 | 0.3
Cn1nnc2cc(C(=O)N3CCC(c4ccccc4)C3)ccc21 (centres undefined) | -2.1 | -16.7[20 µM] | -0.0114 | -7.5 | -2.3 | 3.9 | 0.1 | 5.5 | -7.0
O=C(Nc1ccc(CN2CCCCC2)cc1)Nc1ccc(Br)cc1Cl | -2.8 | -7.7 | nt | -53.0 | -14.5 | -2.1 | 0.5 | -4.9 | -0.4
Cc1ccc2oc(=O)n(CC(=O)OC(C)C)c2c1 | 1.5 | -26.8[20 µM] | 1.4 | 12.1 | -3.1 | 8.3 | 1.7 | -0.4 | -0.8
NC(=S)NNC(=O)c1cccc(Br)c1 | -6.2 | -21.2 | -0.0394 | 19.5 | -1.0 | 6.0 | 0.4 | -6.1 | -25.1
Cc1cnc(NC(=O)C2COc3ccccc3O2)s1 (centres undefined) | 4.8 | -9.4[20 µM] | -1.33 | -15.5 | -10.3 | 23.4 | 1.6 | 12.2 | 9.5
Cc1cccc(N(C(=O)c2ccc(CN3CCOCC3)o2)C(C(=O)NC2CCCCC2)c2ccc(F)cc2)c1 (centres undefined) | 5.4 | -18.5[20 µM] | 0.13 | -13.6 | -4.7 | 17.3 | 0.8 | 8.4 | -0.4
O=C(CN1C(=O)C2CC=CCC2C1=O)Nc1ccc(S(=O)(=O)Nc2nccs2)cc1 (centres undefined) | 27.5 | -25.2 | -0.731 | -6.4 | -3.9 | 0.9 | 0.1 | -6.1 | -4.9
CCN(CC)S(=O)(=O)c1cc([N+](=O)[O-])ccc1NNC(=O)Nc1ccccc1OC | 7.1 | -7.4[20 µM] | -0.716 | 5.0 | -1.6 | -24.5 | -2.1 | -8.7 | -12.2
COc1ccc(CC(=O)N2CCN=C2SCc2cccc([N+](=O)[O-])c2)cc1 | 0.6 | -15.3 | -1.39 | 12.7 | -6.6 | -2.4 | -0.2 | -3.8 | -8.8
Brc1ccc(Nc2nc(-c3cccnc3)cs2)cc1 | 4.6 | -22.1 | 0.884 | 2.0 | -0.7 | nt | -0.1 | -4.3 | -6.7
Cc1c(C(=O)c2ccccc2)c2ccccn2c1CCC#N | nt | -18.6 | -0.986 | -1.7 | -2.1 | 6.6 | -0.6 | -4.6 | -4.2
Cc1cccc(C)c1OCc1n[nH]c(=S)n1-c1ccccc1 | -2.3 | -13.9 | nt | -11.7 | -6.8 | -3.1 | -0.9 | -4.8 | 0.6
CCOC(=O)COc1cc(=O)n(CC)c2ccccc12 | 5.8 | -15.4[20 µM] | -0.167 | 3.4 | -17.2 | 15.8 | 1.8 | 8.3 | 3.1
O=C(NCCc1ccccc1)c1cccc(N2C(=O)C3CC=CCC3C2=O)c1 (centres undefined) | 0.9 | -5.5 | 1.69 | -26.8 | -5.6 | 0.1 | 0.4 | -4.4 | -3.9
CC(C)(C)NC(=O)NC(=O)Cn1cc(C(F)(F)F)ccc1=O | -5.2 | -20.5 | 0.259 | -10.3 | -18.4 | -5.5 | 1.1 | -2.3 | -12.5
Cc1nn(-c2ccccc2)c(C)c1/C=N/NC(=O)CSc1nnc(SCc2ccc(Cl)cc2)s1 | 1.5 | -19.6 | -1.3 | -20.9 | 0.1 | 5.2 | 1.0 | 1.1 | -6.8
NC(=O)C1(N2CCCCC2)CCN(C(=O)Nc2ccccc2C(F)(F)F)CC1 | 4.0 | -12.5[20 µM] | 0.193 | -8.8 | 3.0 | 7.4 | 0.4 | 1.2 | -1.7
O=C(O)CCc1nc(-c2ccccc2)no1 | -5.5 | -20.5 | nt | 11.6 | 6.1 | 9.8 | 0.8 | 2.6 | -2.5
Cc1ccc(NC(=O)Nc2cccc(C(F)(F)F)c2)nc1 | 24.9 | -19.2 | -0.219 | -19.2 | -2.2 | 4.4 | 0.2 | -2.2 | 3.6
O=C(CSc1ccccn1)c1ccc(F)cc1 | 7.4 | -17.0 | -0.00278 | -27.9 | -8.7 | 13.4 | 1.0 | 5.4 | 2.1
NC(=O)c1c(NC(=O)c2cccnc2)sc2c1CCCC2 | -13.0 | -6.1 | 1.2 | -114.7 | -7.0 | 11.5 | 0.9 | 10.5 | -0.7
Cn1cc(C(=O)N2CCN(c3ccccn3)CC2)c(=O)c2cc(S(=O)(=O)N3CCOCC3)ccc21 | -3.4 | -19.5 | 0.905 | -9.8 | 2.6 | 23.4 | 0.9 | 7.3 | 5.5
COC(=O)c1ccccc1NC(=O)CSc1nc(C)cc(C)n1 | nt | -20.4 | 0.0548 | -19.8 | 5.8 | 8.7 | -0.4 | 0.6 | 0.1
COC(=O)c1ccc(OC)c(CSc2nnc(COc3cccc(C)c3)o2)c1 | 7.4 | -13.8 | -0.0218 | 23.8 | -23.1 | -14.2 | -0.2 | -10.8 | -9.2
COc1ccc(Nc2nc(NCc3ccco3)nc(N)c2[N+](=O)[O-])cc1 | 19.9 | 9.8 | 0.358 | -3.9 | 1.8 | 15.6 | 0.6 | 6.1 | 4.8
CN(C)C(=S)Nc1ccc2c(c1)OCCO2 | 11.6 | -6.1 | -0.461 | 3.8 | 1.2 | 14.3 | 1.8 | 4.7 | 1.4
O=C(CCN1C(=O)C2C3C=CC(C3)C2C1=O)NCC1CCCO1 (centres undefined) | -5.9 | -14.3 | nt | 5.1 | -12.3 | 16.7 | 1.1 | -1.4 | 4.3
CC(=O)SCC(Cc1ccccc1)C(=O)NCC(=O)OCc1ccccc1 (centres undefined) | -1.9 | nt | -4.16* | 27.1 | nt | nt | 0.2 | nt | nt
O=C(Oc1ccc2c(=O)c(Cl)coc2c1)c1ccncc1 | -0.3 | -0.9 | 0.328 | i | -19.9 | 41.3* | 0.8 | 42.5* | 8.2

5 of the compounds above, with two lines to a compound.
Sequence of screens: Rad51 HR inh | Furin inh | Cl transport mod | m-calpain inh | KLK5 inh | FXIIa inh | PERK inhibitor | FXIa inh 1536 | Thrombin inh
COC(=O)c1ccc(OC)c(CSc2nnc(COc3cccc(C)c3)o2)c1
→ 7.4 | -13.8 | -0.0218 | 23.8 | -23.1 | -14.2 | -0.2 | -10.8 | -9.2
COc1ccc(Nc2nc(NCc3ccco3)nc(N)c2[N+](=O)[O-])cc1
→ 19.9 | 9.8 | 0.358 | -3.9 | 1.8 | 15.6 | 0.6 | 6.1 | 4.8
CN(C)C(=S)Nc1ccc2c(c1)OCCO2
→ 11.6 | -6.1 | -0.461 | 3.8 | 1.2 | 14.3 | 1.8 | 4.7 | 1.4
O=C(CCN1C(=O)C2C3C=CC(C3)C2C1=O)NCC1CCCO1 (centres undefined)
→ -5.9 | -14.3 | nt | 5.1 | -12.3 | 16.7 | 1.1 | -1.4 | 4.3
CC(=O)SCC(Cc1ccccc1)C(=O)NCC(=O)OCc1ccccc1 (centres undefined)
→ -1.9 | nt | -4.16* | 27.1 | nt | nt | 0.2 | nt | nt

(continued)
SMILES | Rad51 HR inh | Furin inh | Cl transport mod | m-calpain inh | KLK5 inh | FXIIa inh | PERK inhibitor | FXIa inh 1536 | Thrombin inh
CCCCOC(=O)Nc1cc(C)c(Cl)cc1OC | 13.8 | -19.8[20 µM] | nt | 12.3 | -2.3 | 9.9 | 2.3 | 1.0 | 2.6
S=C(N/N=C/c1ccc2ncccc2c1)Nc1ccccc1 | 10.6 | 2.1 | 6.5* | 21.2 | -7.7 | -2.7 | 1.2 | -7.3 | -15.0
COc1cc(/C=N\NC(=O)c2nonc2N)c(OC)cc1Br | nt | -19.8 | 0.0239 | -14.6 | -8.1 | 6.2 | 1.2 | 1.9 | -1.6
CCN1CCCC1CNC(=O)C1CCCN(S(=O)(=O)c2cccc3nsnc23)C1 (centres undefined) | nt | -30.3 | 0.0314 | -39.9 | -8.8 | 10.3 | -0.7 | -2.4 | -0.2
COc1cc(Cl)cc(C2NC(=O)NC(C)=C2C(C)=O)c1OCC(=O)O (centres undefined) | -2.0 | -17.4[20 µM] | 0.187 | -25.1 | -30.0 | 18.6 | 0.2 | -4.2 | 4.0
COc1ccc(C(CC(=O)N2CCCCC2)NC(=O)C(F)(F)F)cc1 (centres undefined) | -5.7 | -21.5 | -0.394 | 13.1 | -1.1 | 3.2 | 0.1 | -0.1 | -2.5
O=C(c1cc2ccccc2oc1=O)N(Cc1cccs1)C1CCS(=O)(=O)C1 (centres undefined) | 0.9 | -33.7[20 µM] | 0.00485 | -0.1 | -0.4 | 15.0 | 0.3 | 2.9 | 0.6
Cc1cc(O)c2c(-c3ccccc3)cc(=O)oc2c1 | 8.0 | -15.3[20 µM] | 0.767 | 2.8 | -15.9 | 32.7 | 1.9 | 22.1 | 4.0
CCOC(=O)N1CCC(=C(C#N)C(=O)Nc2cc(OC)ccc2OC)CC1 | 7.9 | -11.3 | -0.322 | -6.8 | -4.7 | 14.6 | 0.6 | 8.8 | 2.4
